EBV LMP1 NFkB = EBV LMP1-driven NF-kappaB luciferase reporter inhibitors, primary screen, cell-based, luminescence, single point. 350,000 tested, 0.69% active. inhibition, % at 12.5 µM. AID 504558, 2011. LMP1-induced NF-kappaB luciferase reporter cells; in the data active means inhibition above about 41%;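 further: 0% = neutral control wells and 100% = reference inhibitor control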
C8 TRAIL sens = viability loss with TRAIL in NB7+C8 cells, primary screen, TRAIL sensitizer project, cell-based, ATPlite luminescence | AID 624354, 2012 | inhibition (viability loss, TRAIL sensitization), % at 10 µM | 360,000 tested, 1% active;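 active means compounds causing at least 50% loss of cell viability in the single-dose screen, relative to plate controls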
TROY signal inh = inhibitors of TROY-driven NF-kB signaling, primary screen, Q293 LMP1-TROYcd cells, NF-kB luciferase, uHTS. inhibition, % at 10 µM. AID 1347056, 2019. Q293 LMP1-TROYcd NF-kB luciferase reporter, 4 h. 360,000 tested, 0.98% active;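 active means compounds whose plate-normalised and pattern-corrected inhibition of the luciferase reporter signal at the single screening dose is 50% or more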
NCOA2 inhibitor = inhibition of GAL4-SRC2 driven luciferase reporter, primary screen, SRC2 inhibitor project, cell-based, luminescence; Nuclear receptor coactivator 2 (Homo sapiens), Q15596; HEK293 GAL4-SRC2 luciferase reporter; inhibition, % at 9 µM; 370,000 tested, 0.17% active; AID 651957, 2012;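 active means inhibition above the mean inhibition of all tested compounds plus 3 SD, set per campaign, cut at about 52% in these data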;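 further: 0% = DMSO treated cells and 100% = cells given Gossypol at 36 µM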
NR2F2 inh = NR2F2 transcriptional activity inhibitors, primary screen, cell-based, luciferase reporter, HEK293T, luminescence | AID 686940, 2013 | 370,000 tested, 0.7% active | inhibition, % at 8.6 µM | HEK293T NGFI-A luciferase reporter;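 active means inhibition above a per-plate cutoff, mean inhibition of test wells between control levels plus 3 SD, cut at about 38% in these data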;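 further: cells cotransfected with COUP-TFII expression vector driving the NGFI-A reporter; 0% = median of COUP-TF2 test wells and 100% = reporter-only cells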
CF NFkB block = inhibitors of PAF-induced NF-kB signaling, primary screen, cell-based, GFP fluorescence, uHTS; KKLEB NF-kB-GFP reporter, GFP fluorescence overnight; inhibition, % at 5 µM; 360,000 tested, 0.86% active; AID 588850, 2011;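 active means at least 50% inhibition at 5 µM, scaled per plate between neutral and stimulator controls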;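 further: PAF is a Pseudomonas aeruginosa culture filtrate used as stimulus; plate controls were PAF-stimulated DMSO wells for no effect and unstimulated DMSO wells for full effect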
SRC1 inh = SRC1 coactivator transcriptional activity inhibitors, primary screen, cell-based, luminescence | 360,000 tested, 0.12% active | inhibition, % at 3.6 µM | HEK293 GAL4-SRC1 luciferase reporter;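 active means inhibition above the campaign mean plus 3 SD, with each screening campaign given its own cutoff, cut at about 60% in these data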;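 further: 0% = DMSO treated cells and 100% = gossypol at 36 µM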
TWEAK Fn14 block = inhibitors of TWEAK-Fn14 signaling, primary screen, luciferase reporter cells, uHTS; TWEAK-stimulated Fn14 reporter cells, luciferase luminescence, 8 h; inhibition, % at 10 µM; 360,000 tested, 2% active; AID 1159606, 2016; in the data active means inhibition above about 50%
KKLEB cytotox = cytotoxicity in KKLEB CF airway cells, primary screen, cytotoxicity control for CF NF-kB inhibitor project, cell-based, uHTS, fluorescence assay plates | KKLEB CF airway cells viability, ATPlite luminescence, overnight; hits give low values; cells stimulated with P. aeruginosa culture filtrate | activity change (cytotoxicity), % at 5 µM | 360,000 tested, 0.36% active | AID 602141, 2011;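 active means corrected activity change at or below -50% at 5 µM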
NR5A2 inv ag = LRH-1 (NR5A2) inverse agonists, primary screen, cell-based, luminescence, HEK293T, StAR-luciferase reporter; Nuclear receptor subfamily 5 group A member 2 (Homo sapiens), O00482; LRH-1 transfected, 24 h; inhibition, % at 3.6 µM; 360,000 tested, 0.13% active;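 active means inhibition above the mean inhibition of all tested compounds plus 3 SD, cut at about 73% in these data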;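 further: 0% = DMSO wells and 100% = reporter-only cells lacking LRH-1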
SRC3 inh = SRC3 coactivator transcriptional activity inhibitors, primary screen, cell-based, luminescence | 360,000 tested, 0.17% active | inhibition, % at 3.6 µM | Nuclear receptor coactivator 3 (Homo sapiens), Q9Y6Q9 | HEK293 GAL4-SRC3 luciferase reporter | AID 588352, 2011;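 active means inhibition above a per-campaign cutoff, the mean of all compounds plus 3 SD, cut at about 60% in these data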;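 further: 0% = DMSO-treated cells and 100% = gossypol-treated cells at 36 µM; higher means less SRC3-driven luciferase light from the GAL4 reporter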
Target sequence (Q9Y6Q9 whole entry, looked up, the tested form may be a part): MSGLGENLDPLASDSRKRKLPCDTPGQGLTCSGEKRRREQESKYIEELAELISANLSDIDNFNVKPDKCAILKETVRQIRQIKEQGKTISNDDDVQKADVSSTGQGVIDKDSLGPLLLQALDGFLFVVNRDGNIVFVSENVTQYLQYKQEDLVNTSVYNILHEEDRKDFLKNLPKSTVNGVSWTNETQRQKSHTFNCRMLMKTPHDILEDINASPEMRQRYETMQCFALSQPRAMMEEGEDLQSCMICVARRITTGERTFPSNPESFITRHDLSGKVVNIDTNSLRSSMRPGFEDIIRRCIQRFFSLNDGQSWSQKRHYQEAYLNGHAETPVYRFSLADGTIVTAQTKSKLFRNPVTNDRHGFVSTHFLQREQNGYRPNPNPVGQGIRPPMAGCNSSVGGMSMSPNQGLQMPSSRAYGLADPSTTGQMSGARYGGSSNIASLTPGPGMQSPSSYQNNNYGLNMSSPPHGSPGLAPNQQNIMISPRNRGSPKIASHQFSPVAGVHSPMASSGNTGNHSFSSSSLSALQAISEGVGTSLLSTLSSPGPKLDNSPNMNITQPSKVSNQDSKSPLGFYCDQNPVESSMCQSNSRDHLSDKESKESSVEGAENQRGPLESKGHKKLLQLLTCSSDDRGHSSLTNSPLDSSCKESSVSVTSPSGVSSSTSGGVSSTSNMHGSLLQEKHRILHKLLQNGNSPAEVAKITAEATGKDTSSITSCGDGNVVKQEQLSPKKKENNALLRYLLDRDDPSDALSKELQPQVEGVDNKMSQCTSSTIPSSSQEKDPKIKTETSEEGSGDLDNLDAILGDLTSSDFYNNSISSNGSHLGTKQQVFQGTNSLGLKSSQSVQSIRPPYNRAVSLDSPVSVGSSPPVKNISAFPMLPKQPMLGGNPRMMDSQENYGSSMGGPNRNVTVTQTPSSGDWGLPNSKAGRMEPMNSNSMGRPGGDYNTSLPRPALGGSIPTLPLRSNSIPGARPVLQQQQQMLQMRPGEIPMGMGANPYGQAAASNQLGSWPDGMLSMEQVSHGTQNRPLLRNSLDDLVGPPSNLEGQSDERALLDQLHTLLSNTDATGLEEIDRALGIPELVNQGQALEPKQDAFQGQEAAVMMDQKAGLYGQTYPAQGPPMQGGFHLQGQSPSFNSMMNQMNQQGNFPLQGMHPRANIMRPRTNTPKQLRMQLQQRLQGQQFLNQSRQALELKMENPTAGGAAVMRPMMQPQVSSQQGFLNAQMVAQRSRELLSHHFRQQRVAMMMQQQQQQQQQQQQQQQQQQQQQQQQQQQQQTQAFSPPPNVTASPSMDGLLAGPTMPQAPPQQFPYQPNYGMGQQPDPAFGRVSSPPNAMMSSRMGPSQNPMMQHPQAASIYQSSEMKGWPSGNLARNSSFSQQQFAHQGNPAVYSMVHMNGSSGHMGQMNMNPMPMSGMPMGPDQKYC
Numbers without * were called inactive; . = not tested or not shown.

SMILES	EBV LMP1 NFkB	C8 TRAIL sens	TROY signal inh	NCOA2 inhibitor	NR2F2 inh	CF NFkB block	SRC1 inh	TWEAK Fn14 block	KKLEB cytotox	NR5A2 inv ag	SRC3 inh
O=C1CCC([N+](=O)[O-])C(c2ccc(F)c(Br)c2)N1 (stereo unspecified)	8	-22	-5	-23	8	-3	1	16	0	-11	-5
CCOc1ccc(/C=C\C(C)=N\O)cc1	-16	34	-51	-89	-31	-2	-76	-12	1	-80	-68
CCCCNC(=O)C1CCN(C/C(C)=C/c2ccccc2)CC1	8	-1	7	-11	0	5	-4	-13	8	15	17
Cc1cc(-c2ccc(C)c(S(=O)(=O)NCCCN3CCN(c4ccccc4)CC3)c2)on1	7	25	44	29	62*	-6	-11	9	-2	1	12
COc1cccc(NC(=O)CCSc2ccc(C)cc2)c1	1	-2	-7	-2	8	-20	6	4	6	4	-13
COc1ccc(NC(=O)c2cccc(S(=O)(=O)N3CCCCCC3)c2)cc1	-1	4	11	-9	10	27	-4	4	2	-2	13
COc1ccc(Cl)cc1NC(=O)CNC(c1ccccc1)c1ccccc1	-2	10	9	17	19	12	-12	0	0	5	17
CCc1cccc(C)c1NC(=O)CCCSc1nc2ccccc2s1	29	2	30	-12	12	18	0	13	-1	-7	-4
O=C(Cc1ccccc1)NC(NCCCN1CCOCC1)(C(F)(F)F)C(F)(F)F	2	-2	-16	1	2	6	-16	15	-7	-14	12
O=C(C1CCCCC1)N1CCC(c2nc3ccccc3[nH]2)CC1	11	-17	0	4	4	0	-5	-13	5	4	1
CCC1=NN(C(=O)CCc2ccccc2O)C(O)(C(F)(F)F)C1 (stereo unspecified)	-2	-5	-17	11	8	6	-11	0	-1	-1	17
COc1c(OC)c(O)c2c(=O)c(O)c(-c3ccccc3)oc2c1OC	-3	-6	-14	-2	12	-14	-7	-12	-5	-10	7
Cn1c2ccccc2c2n[nH]c(=S)nc21	0	-9	-4	14	-8	-9	2	11	11	9	-13
CC(C)c1ccccc1N1CC(C(=O)O)CC1=O (stereo unspecified)	1	1	11	-2	6	8	1	0	0	-6	-3
CCS(=O)(=O)c1ccc(Sc2nncn2C)c([N+](=O)[O-])c1	-10	-2	18	-10	5	10	8	43	-13	-3	15
Cc1ccc(CNC(=O)C2(C)Oc3ccccc3NC2=O)cc1 (stereo unspecified)	-3	2	14	6	-2	3	3	0	-5	11	11
COc1ccc(NC(=S)N/N=C/c2cccn2Cc2ccc(F)cc2)cc1	14	26	6	2	8	14	-17	-15	-6	-14	8
COc1cc(C)c(CN2CCC(Oc3ccc(C(=O)N4CCCC4)cc3)CC2)cc1C	3	3	-8	-7	15	-1	-12	9	-12	-11	-25
Cc1noc(NS(=O)(=O)c2ccc(NC(=O)c3ccc(Cl)c(S(=O)(=O)N(C)c4ccccc4)c3)cc2)c1C	3	16	2	-6	4	6	0	15	-3	-54	6
CN(C)CCCOc1ccc(-c2cc3nc(NCc4cccnc4)n(C)c(=O)c3s2)cn1	.	-5	8	-23	-10	-14	0	-21	-11	12	-16
COc1cc(Oc2nc(C(F)(F)F)nc3ccccc23)ccc1C=O	3	1	15	3	1	0	-2	1	6	22	3
CC(C)[C@H](N)C(=O)N1CCC(C(=O)N[C@@H](Cc2ccccc2)C(=O)NCc2ccc(F)cc2)CC1	-5	1	-15	20	-4	-28	-2	13	11	8	4
COc1ccc(Cc2nnc(NC(=O)c3ccc(OC(C)=O)cc3)s2)cc1OC	-6	1	6	-36	-7	-6	-18	-16	0	-4	0
CCOc1ccc(NS(=O)(=O)c2ccc3c(c2)N(C(C)=O)CCS3)cc1	2	6	-3	9	15	9	12	7	-6	1	22
C=CCNC(=O)c1onc(CSc2cccc(Cl)c2)c1C(=O)O	-5	11	-2	-11	-6	28	-5	-51	-14	10	-1
C=CCNC(=O)c1scc2c1CCCC2	0	0	-11	-7	3	14	-2	1	0	4	-10
CCn1c(=O)n(CC(=O)Nc2ccc(F)cc2)c(=O)c2ccccc21	-14	-9	-4	-35	-22	2	-26	1	-9	2	19
CCN(CC)Cc1c(O)ccc2c(=O)c(-c3ccccc3)coc12	-19	6	-20	-20	-18	-4	-5	-18	10	-66	-32
COc1ccc(CNC(=O)CN2C(=O)NC(c3ccccc3)(c3ccccc3)C2=O)cc1	-2	-13	20	4	5	3	6	-12	-1	-3	-3
COc1ccccc1Oc1ccc(-c2cnc3ccccc3n2)cc1[N+](=O)[O-]	-36	6	5	-32	6	-11	-1	43	5	-1	-24
COc1ccc(N2CCN(C(c3nnnn3C3CCCC3)C(C)C)CC2)cc1 (stereo unspecified)	13	0	3	12	25	-8	-2	0	-4	2	7
CN(c1ccccc1)S(=O)(=O)c1cccc(C(=O)OCC(=O)NCc2ccc3c(c2)OCO3)c1	-2	-5	3	-13	-6	5	8	-17	-4	24	6
COc1cccc(C2=NOC(C(=O)Nc3cc(C)on3)C2)c1 (stereo unspecified)	-4	-25	7	20	7	-6	-32	-6	6	15	2
Cc1cc2n(c(=O)c1C#N)CCCN2c1ccccc1	0	6	2	-14	4	7	-3	7	-5	4	-5
COc1ccc(-c2ccc3c(c2)S(=O)(=O)c2cccc(C(=O)NCc4ccccc4Cl)c2C3=O)cc1OC	-55	32	1	18	12	17	-11	-46	-6	-25	5
C[N+]1(CCC(=O)c2ccccc2)CCCCC1	-5	-6	3	2	14	-8	-2	-26	-5	13	5
COc1ccc(C(=O)NC(C)c2nnc(SCc3ccc(Cl)c(Cl)c3)n2C)cc1 (stereo unspecified)	15	3	-22	-19	8	-9	8	23	4	11	28
CC(C)CC(c1nnnn1Cc1ccccc1)N1CCC(C(N)=O)CC1 (stereo unspecified)	-5	-3	2	18	2	-6	-16	-1	4	23	-3
O=C(CN1CCc2cc3c(cc2C1)OCCCO3)Nc1cccc(Br)c1	-7	1	14	-2	14	8	-1	4	5	-21	7
COc1ccc(OC)c(NC(=O)N2CCCC(C(=O)c3ccccc3OC)C2)c1 (stereo unspecified)	-9	-2	6	1	0	7	7	-13	-16	12	14
Cc1ccsc1/C=C/C(=O)O	-8	-7	11	8	-3	6	-2	-16	6	1	2
CCCC1(C(=O)OCC)NC(c2ccc(N(C)C)cc2)C2C(=O)N(c3ccc4c(c3)OCCO4)C(=O)C21 (stereo unspecified)	-2	-16	9	13	10	-1	-7	-10	-3	-1	13
O=C(COC(=O)Cc1n[nH]c(=O)c2ccccc12)NNC(=O)c1ccc(Br)cc1	-1	11	-12	0	-4	-28	-15	3	-3	-3	-2
COc1ccccc1CNC(=O)CCCC(=O)n1ncc2cc(C)ccc21	-2	-3	-30	16	0	-20	-17	1	6	10	8
COc1ccc(CN2C(=O)C(C)Oc3ccccc32)cc1 (stereo unspecified)	2	5	-12	-15	-4	4	-9	5	-16	-17	-20
Cc1ccc(NC(=O)c2cnccn2)nc1	-3	0	-12	-42	-41	-7	-69	-1	12	-90	-55
CCOc1cc(CNc2ccc(S(N)(=O)=O)cc2)ccc1OCC(=O)NC(C)(C)C	7	7	-15	-8	19	6	8	-7	-4	3	6
O=C(CSc1nc2ccccc2o1)Nc1ccc(N2CCOCC2)cc1	-7	-14	-4	-11	-11	-7	-55	30	14	-11	-28
Cc1cc(=O)oc2c3c(cc(OCC(=O)NC4CC4)c12)OC(C)(C)CC3	-4	-2	-9	-19	-16	-15	-11	-24	5	-10	-16
CCc1noc(C)c1C(=O)Nc1ccc(C#N)cc1	-5	-11	13	-23	9	-6	-11	7	-17	22	11
CCN(CC)CCN(C)Cc1nc(C(c2ccccc2)c2ccccc2)no1	-8	-6	-1	-14	14	-2	6	8	0	-1	8
CC(C)CC1C(=O)N(Cc2cn(CCC3OCCO3)nn2)CCS(=O)(=O)N1Cc1ccc(-c2cccc(CO)c2)cc1 (stereo unspecified)	15	18	9	-22	-12	6	-2	33	11	13	-16
CCNc1ccc(C(=O)O)cc1N	1	-1	-6	-63	28	8	-8	16	8	-47	-9
CC(C)(C)c1ccc(-c2nc(C#N)c(N3CCC(C(N)=O)CC3)o2)cc1	-1	12	10	-8	10	13	1	-27	-2	-11	-1
COCCN=C1NN=C(c2ccc(C)c([N+](=O)[O-])c2)CS1	-8	8	0	-110	-10	15	-51	0	0	-63	-79
CC1CCC(NC(=O)CC(C)(C)Cc2nc3ccccc3c(=O)[nH]2)CC1 (stereo unspecified)	-9	-7	1	11	13	-7	-2	10	-13	4	2
O=C(NCCCl)Nc1ncn[nH]1	-1	-19	-4	10	6	-5	-1	7	-11	-6	-5
O=S1(=O)CC(N2CCN(CC3CC3)CC2)CN1C1CCCC1 (stereo unspecified)	.	-6	1	6	7	12	6	-30	-4	7	14
COc1ccc(C(=O)c2coc3ccc(O)cc23)cc1	-3	14	-9	-41	-53	16	-102	56*	8	-131	-102
CCOC(=O)Cc1csc(NC(=O)c2cccc(Cl)c2)n1	.	-9	-20	7	1	-17	-25	5	-6	-25	-12

Record cards, as listed above. Values in the order: EBV LMP1 NFkB | C8 TRAIL sens | TROY signal inh | NCOA2 inhibitor | NR2F2 inh | CF NFkB block | SRC1 inh | TWEAK Fn14 block | KKLEB cytotox | NR5A2 inv ag | SRC3 inh
`Cn1c2ccccc2c2n[nH]c(=S)nc21` reads 0 | -9 | -4 | 14 | -8 | -9 | 2 | 11 | 11 | 9 | -13
`COc1ccc(Cl)cc1NC(=O)CNC(c1ccccc1)c1ccccc1` reads -2 | 10 | 9 | 17 | 19 | 12 | -12 | 0 | 0 | 5 | 17

Carrying on.
SMILES	EBV LMP1 NFkB	C8 TRAIL sens	TROY signal inh	NCOA2 inhibitor	NR2F2 inh	CF NFkB block	SRC1 inh	TWEAK Fn14 block	KKLEB cytotox	NR5A2 inv ag	SRC3 inh
O=C(NCCC1=CCCCC1)C1CCN(Cc2cnn(-c3ccccc3)c2-n2cccc2)CC1	3	7	6	-35	9	7	-20	6	-5	-2	-3
CN(C)c1ccc(C(=O)c2ccccc2C(=O)O)c(O)c1	-5	-8	-4	4	-21	6	-6	-4	1	-1	19
CCCCNC(=O)NS(=O)(=O)c1ccc(NS(=O)(=O)c2ccccc2)cc1	0	-1	6	-18	11	9	-5	7	-3	7	8
O=C(NCc1cccnc1)c1ccc(S(=O)(=O)N2CCCCCC2)cc1	-8	-1	10	-15	-1	11	-1	39	4	7	18
Cn1cc(P(=O)(N2CCOCC2)N2CCOCC2)cc1P(=S)(N1CCOCC1)N1CCOCC1	1	3	5	-1	-9	12	-4	2	-2	-15	7
CCOc1ccccc1N1CCN(CC(=O)N(C2CCCC2)C2CCS(=O)(=O)C2)CC1 (stereo unspecified)	5	-2	2	-8	-3	2	-7	7	0	15	17

Assay outcomes from PubChem.
